Screening results: PubChem BioAssay, several laboratories
BoNT-F LC inh = inhibitors of Botulinum neurotoxin F light chain protease; Multiplex microsphere protease cleavage assay, flow cytometry; inhibition, % at 10 µM; 0.22% of 360,000 active; in the data active = inhibition above about 35%, passing the limit was not always enough; inconclusive = no clear call, values can overlap the other calls; also: plate controls were buffer without enzyme for full effect and enzyme alone for no effect
FBA Mtb inh = inhibits M. tuberculosis FBA enzyme. inhibition, % at 1 µM. P9WQA3. 2.3% of 360,000 active. purified M. tuberculosis FBA, fluorescence read-out. AID 588726; in the data active = inhibition above about 27%;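 also: 0% = vehicle and 100% = reference inhibitor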
Mtb UGM inh = inhibitors of M. tuberculosis UDP-galactopyranose mutase; purified UGM, fluorescence polarization probe displacement; inhibition, % at 10 µM; 0.06% of 320,000 active; AID 504406; in the data active = inhibition above about 10%, passing the limit was not always enough; inconclusive = no clear call, values can overlap the other calls
Target sequence (P9WIQ1 whole entry, looked up): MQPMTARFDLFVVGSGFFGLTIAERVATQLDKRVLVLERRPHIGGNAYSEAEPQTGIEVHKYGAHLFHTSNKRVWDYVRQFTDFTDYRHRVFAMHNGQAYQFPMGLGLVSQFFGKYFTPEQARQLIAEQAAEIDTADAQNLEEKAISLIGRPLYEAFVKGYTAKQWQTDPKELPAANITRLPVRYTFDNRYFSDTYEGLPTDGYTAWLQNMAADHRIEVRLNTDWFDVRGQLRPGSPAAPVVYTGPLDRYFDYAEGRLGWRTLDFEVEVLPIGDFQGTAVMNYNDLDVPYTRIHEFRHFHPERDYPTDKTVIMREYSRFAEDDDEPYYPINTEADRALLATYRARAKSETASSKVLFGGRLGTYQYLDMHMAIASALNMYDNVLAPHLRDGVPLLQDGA
MazEF act = activators of E. coli MazEF toxin-antitoxin RNase; FAM/BHQ RNA-DNA oligo cleavage fluorescence, 5 h; activation, % at 20 µM; 0.32% of 350,000 active; AID 504720; P0AE70; in the data active = activation above about 50%
Target sequence (P0AE70 whole entry, looked up): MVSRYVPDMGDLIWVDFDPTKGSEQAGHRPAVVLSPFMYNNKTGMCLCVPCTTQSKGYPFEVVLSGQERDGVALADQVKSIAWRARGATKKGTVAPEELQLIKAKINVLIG
Rv3671c protease = inhibits the M. tuberculosis serine protease Rv3671c. inhibition, % at 5.96 µM. 0.048% of 320,000 active; in the data active = inhibition above about 38%;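 also: extracellular domain of Rv3671c used as enzyme; 0% = enzyme with DMSO and 100% = no enzyme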
Target sequence (P9WHR9 whole entry, looked up, the tested form may be a part): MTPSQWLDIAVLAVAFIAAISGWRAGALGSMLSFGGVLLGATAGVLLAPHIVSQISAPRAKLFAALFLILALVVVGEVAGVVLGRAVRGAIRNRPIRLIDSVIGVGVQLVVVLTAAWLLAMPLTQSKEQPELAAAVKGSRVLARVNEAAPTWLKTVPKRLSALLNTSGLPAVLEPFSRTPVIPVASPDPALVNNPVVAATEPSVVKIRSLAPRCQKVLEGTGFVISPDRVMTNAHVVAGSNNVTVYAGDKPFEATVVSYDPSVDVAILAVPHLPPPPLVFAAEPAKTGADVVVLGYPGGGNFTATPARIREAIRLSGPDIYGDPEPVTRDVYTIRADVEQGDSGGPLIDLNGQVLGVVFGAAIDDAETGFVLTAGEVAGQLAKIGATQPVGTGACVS
PrPC surface inh = cell surface PrPC inhibition, primary TR-FRET screen. P04156. TR-FRET read-out. inhibition, % at 13.8 µM. 0.43% of 370,000 active. AID 720596; in the data active = inhibition above about 24%; also: 0% = median of the test wells and 100% = reference compound wells
GDH-TPI counter = counter-screen for M. tuberculosis FBA inhibitors: GDH-TPI coupled enzymes; GDH-TPI coupled enzyme counterscreen, NADH absorbance; inhibition, % at 4.8 µM; 1.2% of 360,000 active; AID 588335; in the data active = inhibition above about 30%;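 also: 0% = DMSO wells and 100% = wells lacking the enzyme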
FadD28 binding = inhibitors of Mycobacterium tuberculosis FadD28 bisubstrate binding. FadD28 bisubstrate probe binding, fluorescence polarization. inhibition, % at 12.5 µM. 0.22% of 360,000 active. AID 588549; in the data active = inhibition above about 8.5%, passing the limit was not always enough; inconclusive = no clear call, values can overlap the other calls
BioA inh = inhibitors of Mycobacterium tuberculosis BioA enzyme; purified M. tuberculosis BioA enzyme, plate reader; inhibition, % at 9.99 µM; 0.096% of 360,000 active; in the data active = inhibition above about 40%; inconclusive = no clear call, values can overlap the other calls
Starred values were filed as active, the others as inactive; ? = inconclusive; nt = not tested or not shown.

SMILES	BoNT-F LC inh	FBA Mtb inh	Mtb UGM inh	MazEF act	Rv3671c protease	PrPC surface inh	GDH-TPI counter	FadD28 binding	BioA inh
COc1ccccc1NC(=O)N1CCN(c2ccccc2F)CC1	0.4	-0.2	-1.9	8.0	-8.4	0.1	7.5	0.1	-5.3
COc1cc2c(cc1OC)C1=C(C#N)CC/C(=N\S(=O)(=O)c3cccc(Cl)c3)N1CC2	0.3	0.2	0.2	-19.0	8.3	-11.7	18.6	-2.2	-0.2
FC(F)(F)c1cc(-c2ccco2)nc(NCc2ccc(Cl)cc2)n1	11.5	1.4	-0.7	-12.4	-9.8	2.3	3.7	-3.6	-1.3
CCOC(=O)c1c(C)nc(-c2ccccc2)nc1NC(C)=O	-3.3	1.6	-0.7	3.7	0.2	-3.9	1.7	-3.4	-0.8
CCCCCN1CC(=O)N2[C@@H](Cc3c([nH]c4ccccc34)C2(C)C)C1=O	-0.2	3.0	-1.5	6.3	-0.3	6.3	-1.4	-0.3	-1.5
CC1CC(C)CN(C(=O)Cn2c(=O)n(CCCCC(=O)NCc3ccco3)c(=O)c3ccccc32)C1 (stereo not given)	-9.1	0.0	2.0	-4.7	7.0	5.8	0.0	-4.6	3.1
O=C(CNC(=O)c1ccc(Br)o1)OCc1ccc(Br)cc1	-10.1	2.2	3.9	-3.8	-0.3	-2.2	-1.8	-1.7	-0.9
COc1ccccc1OCCC(=O)OCC(=O)Nc1ccc(Br)cc1F	-0.5	-3.0	1.4	-1.1	7.2	0.4	-3.7	-4.5	nt
O=C(NCc1nc2ccccc2[nH]1)c1ccc(S(=O)(=O)N2CCCC2)cc1	-10.5	0.1	1.8	16.3	-3.6	-1.7	5.0	0.0	0.8
COc1cc(/C=C/C(=O)O)cc(S(=O)(=O)Nc2ccc3c(c2)OCO3)c1OC	-2.1	0.6	1.7	-13.2	-5.7	5.5	-1.3	0.5	nt
Cc1ccc(C(=O)NC2CC(C)(C)NC(C)(C)C2)cc1S(=O)(=O)N1CCOCC1	4.8	0.4	nt	-3.9	nt	4.2	7.0	0.3	0.6
COc1cccc(C(=O)c2sc(NC(C)C)nc2N)c1	-21.9	2.0	0.2	5.7	-7.9	10.6	9.5	-4.4	-1.6
Cc1ccc(-c2nc(-c3ccncc3)no2)c(Cl)c1	5.2	0.2	1.0	7.5	-2.9	3.4	17.4	-0.1	-5.2
COc1ccc(CN2CCNC(=O)C2CC(=O)N2CCc3ccccc3C2)c(OC)c1 (stereo not given)	-4.9	-1.6	-1.1	-9.1	1.3	7.5	0.9	-1.9	nt
COc1cc(CNC2CCCCCC2)cc(OC)c1OC	1.7	1.1	-2.1	-6.3	1.6	5.9	-3.1	-2.4	-2.2
CCN(CC)S(=O)(=O)c1ccc(NC(=O)c2cccc3c2C(=O)N(CCOC)C3)cc1	-1.4	1.8	1.4	7.8	1.8	2.8	-0.8	-4.3	-1.1
Cc1ccc(C)c(S(=O)(=O)Nc2ccc(C(=O)N3CC(C)OC(C)C3)cc2)c1 (stereo not given)	8.9	0.4	0.1	-5.9	-1.6	6.4	-3.2	-2.9	-1.7
CCCc1ccc2oc(C(=O)N(C)Cc3nccs3)c(C)c2c1	-8.7	-2.9	0.8	-1.3	-9.6	-2.6	4.9	-1.2	2.4
Cc1ccc(C(=O)NCCN2C3=NC[C@@H](Cc4ccccc4)N3C[C@H]2Cc2ccc(O)cc2)cc1Br	-27.2	1.0	-1.1	0.9	1.9	-15.8	0.5	-5.9	-0.1
Cc1ccc(C)c(NC(=O)Nc2ccc3c(c2)OCO3)c1	-7.0	-7.5	-4.2	4.1	0.6	-2.1	11.8	-3.1	-1.1
CC(=O)C1C(c2ccc(F)cc2)c2c(noc2C)CC1(C)O (stereo not given)	37.0*	1.5	1.7	4.1	-2.1	-5.8	-2.3	-1.3	-0.8
CCOC(=O)C1(S(=O)(=O)c2ccccc2)CCN(Cc2ccccc2)CC1	-4.6	-0.1	-2.2	-4.4	-1.7	5.7	1.8	-0.9	2.6
CCc1nc(NCCC(C)C)c(C#N)c2c1CCCC2	3.1	6.3	6.0	2.9	-5.5	2.8	-0.3	0.9	-1.0
CCOCCCNC(=O)CSCc1nc(-c2ccc(SC)cc2)oc1C	2.0	6.7	-1.2	0.0	-2.7	7.7	10.1	-4.2	nt
CC1=NNC(=O)/C1=C\c1cn(-c2ccccc2)nc1-c1ccc(F)cc1	-1.3	0.0	nt	9.4	nt	nt	8.8	-0.3	-2.2
c1ccc(-c2ccc(CN3Cc4ccccc4-n4nncc4C3)cc2)cc1	-2.6	-1.8	nt	4.9	nt	8.0	-1.9	-4.5	-1.4
CCC(=O)Nc1nc(C)cc(SCC(=O)OC)n1	0.3	-1.6	-1.7	-4.3	-8.2	7.3	-2.9	0.5	-1.4
O=C(c1ccccc1)N(Cc1ccco1)C1CCS(=O)(=O)C1 (stereo not given)	-0.6	2.7	0.0	2.2	-1.0	-4.0	-1.6	1.3	-0.7
O=C(CC1C(=O)NCCN1Cc1ccccc1)NC1CCCCCC1 (stereo not given)	0.5	-0.1	-0.9	8.7	13.3	6.2	3.1	-0.8	-1.4
Cn1nc(C(F)(F)F)c(/C=N/OC(=O)c2ccccc2)c1Cl	-2.5	-2.4	0.4	0.2	-0.4	-6.4	-3.4	-3.2	-2.7
CC1=C(C(=O)OC2CCCCC2)C(c2ccc(F)cc2)NC(=O)N1 (stereo not given)	12.0	-0.1	0.8	12.9	-5.1	4.6	2.1	-0.3	-0.3
O=S(=O)(c1ccc(F)cc1)N1CCN(c2ccccn2)CC1	-5.8	5.0	0.6	10.3	7.6	3.6	-3.5	-3.4	nt
CNNC(=S)Nc1cccc(SC)c1	nt	5.1	0.1	-0.8	0.7	2.9	11.2	0.4	0.4
Cc1cc(=O)oc2cc(OCC(=O)NC3(C#N)CCCCC3)ccc12	-9.0	77.1*	nt	3.3	nt	-0.2	11.5	-0.5	0.9
O=C(CSc1nc2ccccc2o1)NC1CCS(=O)(=O)C1 (stereo not given)	-4.2	0.8	2.0	-1.2	-1.8	6.4	0.9	-0.7	nt
COc1cccc(N2C(C(C)=O)=NN(c3ccccc3)C2c2ccc(N3CCOCC3)cc2)c1 (stereo not given)	-2.8	0.9	0.0	-28.0	0.3	-4.8	6.1	-5.3	1.6
CN1CCN(S(=O)(=O)c2cccc(C(=O)Nc3ccccc3N3CCCC3)c2)CC1	-8.3	-2.3	0.6	3.0	5.3	11.3	1.8	-4.7	15.0
CCN1C(=O)[C@H]2[C@@H](c3ccc(C)cc3)N3C(=O)N(c4ccc(C(F)(F)F)cc4)C(=O)[C@@]3(Cc3ccccc3)[C@H]2C1=O	-8.8	-1.3	-1.2	5.7	-4.8	2.4	-2.2	-4.1	-1.4
COCCCNC1=C(C#N)C(=O)NC(c2cccc([N+](=O)[O-])c2)S1 (stereo not given)	0.7	2.8	nt	-4.9	nt	3.0	10.2	-0.1	nt
Cc1cc(=O)[nH]c2nnnn12	-8.8	8.6	1.0	3.9	4.2	-7.7	-8.6	-0.1	-0.2
COc1ccc(N=NC2=C(O)CC(C)(C)CC2=O)c(OC)c1	-0.4	-21.7	-2.2	-29.0	-5.8	8.2	-6.8	-3.0	-1.8
CCOC(=O)CC1(NC(=O)C2CCC(=O)N(CCc3ccccc3)C2)CCCCC1 (stereo not given)	4.6	0.4	0.2	8.8	2.0	7.9	-0.8	-2.9	10.0
O=C(CC(C(=O)O)c1ccccc1)Nc1ccccc1 (stereo not given)	0.8	0.7	0.4	4.1	6.7	-6.1	6.4	2.3	-1.3
Cc1c(-c2csc(N)n2)cnn1C	-8.2	0.4	0.3	-10.7	5.0	12.8	-6.1	-3.6	-0.2
Cc1cc(-c2ccc(C)c(S(=O)(=O)N3CCN(c4ccc([N+](=O)[O-])cc4)CC3)c2)on1	7.5	0.6	1.5	-6.6	1.4	5.4	5.2	-4.5	0.3
CSc1nsc(/C=C/Nc2ccc(F)cc2F)c1C#N	-0.1	4.6	-0.4	9.9	-5.8	nt	8.6	-0.2	nt
O=C(O)c1ccccc1C(=O)Nc1ccc(-n2ccc(C(F)(F)F)n2)cc1	5.7	-2.7	-2.0	-3.1	2.4	-0.1	-11.6	-1.3	nt
CC(=O)Nc1sc(C)c(C)c1C(=O)OCC(=O)N(C)C1CCS(=O)(=O)C1 (stereo not given)	-4.2	3.5	1.5	-2.3	-6.1	7.0	9.6	-4.1	nt
COC(=O)[C@H]1C2CCC(C(=O)OC)(CC2)[C@H]1C(=O)OC	-1.3	-1.5	1.5	4.0	-9.7	2.8	-5.3	-3.5	nt
O=C(c1cccc(Br)c1)N1CCN(c2ccccn2)CC1	-7.2	4.9	-0.3	2.3	6.8	-0.9	8.1	0.7	0.2
Cc1cc([N+](=O)[O-])nn1CC(=O)N(C)Cc1ccccc1	?	-0.8	2.2	4.4	3.1	-5.4	1.5	-2.2	0.0
CCN(c1ccccc1)S(=O)(=O)c1ccc(Cl)c(NC(=O)CNC(C)c2ccccc2)c1 (stereo not given)	-0.7	2.8	0.8	-5.5	2.1	-2.5	0.3	0.4	-2.4
COC(=O)c1sc(NC(=O)CSc2nnnn2C)nc1C	-1.6	-2.1	-4.1	10.1	6.8	1.0	8.4	0.7	-1.0
O=c1c[n+]([O-])c2ccccc2n1OCc1ccccn1	-7.4	5.5	-4.1	8.6	-1.9	-3.9	10.6	-1.2	-1.0
CN(C)CCCN(C(=O)C1=COCCO1)c1nc2ccc(Br)cc2s1	-18.3	0.9	0.4	15.0	0.5	-13.7	2.8	-1.4	-0.5
NS(=O)(=O)c1ccc(CCNS(=O)(=O)c2ccc(Cl)s2)cc1	4.4	0.7	-0.3	4.9	1.7	2.2	-14.5	-4.3	1.8
CCOC(=O)COc1coc(CN2CCN(c3ccccc3)CC2)cc1=O	-10.3	-1.5	-1.0	4.6	7.1	0.3	-2.4	-0.1	-1.0
O=C(Cc1ccc(Cl)cc1)NNC1CC(=O)N(c2ccc3ccccc3c2)C1=O (stereo not given)	19.9	0.6	0.9	-5.3	3.8	13.3	13.8	-0.6	-0.6
CCCc1nn(C)c2c(=O)[nH]c(-c3cc(S(=O)(=O)N4CCN(C)CC4)ccc3OCC)nc12	-52.4	0.4	1.2	-5.2	6.1	9.3	-3.6	-2.2	-0.9
COCCOc1ccc(C(F)(F)F)cc1NC(=O)CN1C(=O)NC2(CCCc3ccccc32)C1=O (stereo not given)	-8.8	2.2	6.6	-1.8	-18.1	2.8	13.3	-2.5	nt
Remaining list, next part:
SMILES	BoNT-F LC inh	FBA Mtb inh	Mtb UGM inh	MazEF act	Rv3671c protease	PrPC surface inh	GDH-TPI counter	FadD28 binding	BioA inh
CSc1nnc2c(n1)OC=Nc1ccccc1-2	-29.9	-4.5	0.3	-3.0	0.6	-2.6	5.2	0.2	-1.0
CCOC(=O)C1Cc2ccccc2C(=O)O1 (stereo not given)	-2.5	0.4	-1.5	-10.9	2.9	-0.8	10.9	-0.4	-0.9
Cc1nnc(NC(=O)C2CCCC2)s1	-2.1	-1.7	-1.9	6.3	1.2	-2.4	3.5	-0.6	-0.9
Cc1occc1C(=O)NNC(=O)Nc1ccc([N+](=O)[O-])cc1	0.1	7.8	-1.8	11.6	-3.4	-4.2	6.4	-1.6	nt
CC1=C(O)C(=O)C(C2=C(O)C(=O)C(C)=C(O)C2=O)=C(O)C1=O	-2.1	4.3	nt	3.1	nt	0.0	49.0*	-0.1	-0.8
